IMPase Li cell: cell-permeable IMPase inhibitors with lithium potentiation; Potency, µM (top dose mostly 59.4 µM), without a hit: at the top dose activity, negative = IMPase inhibition, most hits filed as inhibitors; 0.35% of 210,000 active; CHO-M1 cells, IP1 TR-FRET (IP-One), carbachol + lithium;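 further: IP1 builds up when IMPase is blocked and the TR-FRET signal falls; potency means the concentration at half of the fitted maximal effect; plate controls were basal vehicle for no effect and high inhibitor control for full effect; nearly all actives have a fitted effect of over 50% in size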
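CHO cells stably expressing M1 receptor (2000/well, cultured 16–30 h) treated 30 min at 37C with compound plus low lithium. Cytosolic IP1 by TR-FRET (665/620 ratio and 620 channel) after 10 min lysis; AC50 by Hill fit.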
NPSR antagonist: antagonists of human neuropeptide S receptor cAMP signaling | Q6W5P4 | CHO-NPSR cells, cAMP TR-FRET, antagonist mode | Potency, µM (titrated, usually from 38.3 µM), for the others: top-dose activity change, negative = inhibition, hits mostly inhibitors | 1% of 220,000 active; further: potency means the concentration at half of the fitted maximal effect; on the % scale 0 is the no-effect control and ±100 the full control effect; nearly all actives have a fitted effect of over 50% in size; many of its hits are not listed in these tables
GLA spleen mod: inhibitors or activators of human alpha-galactosidase in spleen homogenate; human spleen homogenate, 4MU-alpha-Gal fluorescence, 40 min; 0.008% of 240,000 active; P06280; AID 2107; Potency, µM (series often up to 80 µM), for inactives: at the top dose activity change, negative = inhibition, usual class: inhibitors;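 further: potency means the concentration at half of the fitted maximal effect; 0% = enzyme with vehicle and -100% = no enzyme basal signal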
Target sequence (P06280 32-429 limits assumed): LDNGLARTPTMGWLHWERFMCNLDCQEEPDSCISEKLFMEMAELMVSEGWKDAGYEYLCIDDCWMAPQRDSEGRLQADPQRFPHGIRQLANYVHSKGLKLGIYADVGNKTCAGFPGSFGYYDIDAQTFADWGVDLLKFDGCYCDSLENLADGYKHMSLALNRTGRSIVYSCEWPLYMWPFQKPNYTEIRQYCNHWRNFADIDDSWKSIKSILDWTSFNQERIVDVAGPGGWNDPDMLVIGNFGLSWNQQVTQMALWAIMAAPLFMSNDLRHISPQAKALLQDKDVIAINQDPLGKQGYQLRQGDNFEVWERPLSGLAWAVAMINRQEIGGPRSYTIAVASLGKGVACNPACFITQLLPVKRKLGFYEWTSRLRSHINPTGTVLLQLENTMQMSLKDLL
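Inhibition or activation of alpha-galactosidase in human spleen homogenate is scored by 4-MU fluorescence after 40 min at 37C, pH 5.0, with 1 mM substrate. AC50s come from concentration-response fitted to the Hill equation.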
KinaseGlo FLuc: Kinase-Glo luciferase inhibition (counter-screen); Potency, µM (doses to about 38.3 µM), inactives show at the top dose activity change, negative = inhibition, usual class: inhibitors; AID 1379; 0.28% of 200,000 active; Kinase-Glo luciferase, ATP luminescence, 8 min; further: potency means the concentration at half of the fitted maximal effect; on the % scale 0 is the no-effect control and ±100 the full control effect; nearly all actives have a fitted effect of over 60% in size
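Kinase-Glo luciferase light output from ATP and luciferin was measured with 10 uM ATP, within the enzyme's linear range. Buffer: 50 mM imidazole pH 7.2, 50 mM KCl, 7 mM MgCl2, 0.01% Tween 20, 0.05% BSA; luminescence read after 8 min at ambient temperature.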
CBFb-RUNX1 inh: CBF-beta/RUNX1 interaction disruption | AlphaScreen CBFb-His/RUNX1-biotin binding, biochemical | Q01196+Q13951 | 230,000 tested, under 10 active | Potency, µM (highest dose often 59.8 µM), without a hit: at the highest dose activity, negative = inhibition, usual class: inhibitors; further: % of control where 0% means no effect
Target sequence (Q01196 whole entry, looked up): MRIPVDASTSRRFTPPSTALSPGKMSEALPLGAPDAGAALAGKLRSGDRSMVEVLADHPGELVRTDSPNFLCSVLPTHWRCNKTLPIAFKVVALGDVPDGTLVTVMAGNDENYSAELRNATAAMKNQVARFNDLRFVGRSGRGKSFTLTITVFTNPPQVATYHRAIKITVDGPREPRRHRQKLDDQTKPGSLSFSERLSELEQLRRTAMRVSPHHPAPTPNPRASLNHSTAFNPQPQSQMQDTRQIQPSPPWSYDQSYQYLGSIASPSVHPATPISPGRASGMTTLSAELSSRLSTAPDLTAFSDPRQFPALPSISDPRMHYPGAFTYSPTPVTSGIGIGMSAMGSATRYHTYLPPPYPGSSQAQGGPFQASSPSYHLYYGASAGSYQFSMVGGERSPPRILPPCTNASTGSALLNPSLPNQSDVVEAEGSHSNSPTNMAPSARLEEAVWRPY
Target sequence (Q13951 whole entry, looked up): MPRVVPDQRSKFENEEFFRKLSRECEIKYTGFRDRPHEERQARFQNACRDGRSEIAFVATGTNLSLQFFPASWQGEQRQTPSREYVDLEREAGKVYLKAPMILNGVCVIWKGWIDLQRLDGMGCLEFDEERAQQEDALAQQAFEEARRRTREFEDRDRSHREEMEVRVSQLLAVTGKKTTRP
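Compounds were screened at multiple concentrations against a preformed CBF-beta(His)/RUNX1(biotin) complex (30 nM of each) for 15 min at room temperature, followed by 90 min with nickel and streptavidin beads and AlphaScreen reading.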
LMNA splice mod: modulators of lamin A splicing. AID 1487. Potency, µM (highest dose often 46.1 µM), without a hit: top-dose ratio change, negative = inhibition, most hits filed as inhibitors. 0.01% of 200,000 active. HeLa LMNA splicing GFP/RFP minigene ratio, 48 h; active means well fitted inhibition curve with a large enough effect in the signal ratio, with a control signal flat, not every such curve was filed as active; inconclusive means small, poorly fitted or top-dose-only effect, or effect the other way, or a change in a side signal; the % refers to the signal ratio; further: potency means the concentration at half of the fitted maximal effect; on the % scale 0 is the no-effect control and ±100 the full control effect
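S3 HeLa stable clones carrying a lamin A-EGFP splicing minigene plus DsRed2 were seeded at 600 cells/well in Opti-MEM with 2% FBS, pin-dosed and incubated 48 h at 37°C. Acumen cytometry (488 nm) gave the GFP/RFP total-intensity ratio.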
Epigenetic reg: epigenetic control regulation, reporter derepression; murine LDR cells, GFP reporter derepression, 30 h; Potency, µM (series often up to 53.9 µM), for the others: top-dose GFP activation, usual class: activators; 0.2% of 280,000 active; further: potency means the concentration at half of the fitted maximal effect; % of control where 0% means no effect; nearly all actives have a fitted effect of over 60% in size
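Derepression of a silenced CMV-GFP reporter in murine LDR cells is scored by enumerating GFP-positive cells with a laser-scanning microplate cytometer after 30 hours of treatment at 37 C.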
* marks the source's active call; other numbers are inactive results; & = joins results of further samples; [ ] = remark or other dose. Unless noted, the call rests on the fitted dose curve; in most records, active means well fitted curve in the direction sought with a large enough effect; inconclusive means small, poorly fitted or top-dose-only effect, or another doubt; inactive means no such curve, though single readings can be large; an effect the other way counts as inactive or inconclusive. Not all compounds are listed; count on the stated rates, not on these rows.

A first look (3 entries):
How did CCCCCCNc1nc(NCc2ccco2)nc(OCC)n1 do in these assays?
IMPase Li cell: 43%[activator][38.3 µM]; NPSR antagonist: inconclusive; GLA spleen mod: -6%; KinaseGlo FLuc: -1%; CBFb-RUNX1 inh: 2%; LMNA splice mod: 0%; Epigenetic reg: -2.8%

What do the screens show for `COc1ccc(C(=O)OCC(=O)N(C)C2CCS(=O)(=O)C2)cc1S(=O)(=O)N1CCCc2ccccc21` (stereo not given)?
IMPase Li cell: 16%; NPSR antagonist: -8%; GLA spleen mod: 0%; KinaseGlo FLuc: 2%; CBFb-RUNX1 inh: 3%; Epigenetic reg: -2.2%

Results for O=C(ONC1=NCCCCC1)c1cccc([N+](=O)[O-])c1 ?
IMPase Li cell: 3%; NPSR antagonist: 11%; GLA spleen mod: 5%; KinaseGlo FLuc: 5%; CBFb-RUNX1 inh: 3%; LMNA splice mod: -24%[46 µM]; Epigenetic reg: -1.4%

Results, previewed entries included:
How did CCCCCCNc1nc(NCc2ccco2)nc(OCC)n1 do in these assays?
IMPase Li cell: 43%[activator][38.3 µM]; NPSR antagonist: inconclusive; GLA spleen mod: -6%; KinaseGlo FLuc: -1%; CBFb-RUNX1 inh: 2%; LMNA splice mod: 0%; Epigenetic reg: -2.8%

What do the screens show for `COc1ccc(C(=O)OCC(=O)N(C)C2CCS(=O)(=O)C2)cc1S(=O)(=O)N1CCCc2ccccc21` (stereo not given)?
IMPase Li cell: 16%; NPSR antagonist: -8%; GLA spleen mod: 0%; KinaseGlo FLuc: 2%; CBFb-RUNX1 inh: 3%; Epigenetic reg: -2.2%

Results for O=C(ONC1=NCCCCC1)c1cccc([N+](=O)[O-])c1 ?
IMPase Li cell: 3%; NPSR antagonist: 11%; GLA spleen mod: 5%; KinaseGlo FLuc: 5%; CBFb-RUNX1 inh: 3%; LMNA splice mod: -24%[46 µM]; Epigenetic reg: -1.4%

How did C#CCC(C(=O)OC)(C(=O)OC)C(C[N+](=O)[O-])c1ccccc1 (stereo not given) do in these assays?
GLA spleen mod: -17%[17.5 µM]; CBFb-RUNX1 inh: 18%[13.1 µM]; Epigenetic reg: 6.7%[10.1 µM]

What do the screens show for `COC(=O)c1ccc(S(=O)(=O)NCc2ccc(S(N)(=O)=O)cc2)o1`?
NPSR antagonist: -14%; GLA spleen mod: 6%; CBFb-RUNX1 inh: 1%; LMNA splice mod: 18%[46 µM]; Epigenetic reg: 2.2%

How did CCCCN1C(=O)/C(=C/C=C2/CC(C)(C)CN2C)SC1=S do in these assays?
IMPase Li cell: 9%; NPSR antagonist: -50%; GLA spleen mod: 2%; KinaseGlo FLuc: 0%; CBFb-RUNX1 inh: inconclusive; LMNA splice mod: inconclusive; Epigenetic reg: 14µM*

What do the screens show for `Cc1ccc(-c2cnc3c(Cl)c(C)nn3c2)cc1`?
IMPase Li cell: 14%; NPSR antagonist: -6%; GLA spleen mod: -3%; KinaseGlo FLuc: -30%; CBFb-RUNX1 inh: -4%; LMNA splice mod: -6%[46 µM]; Epigenetic reg: 0.9%

Results for O=C(C(=O)N1CCN(c2ccc(F)cc2)CC1)c1c[nH]c2ccccc12 ?
IMPase Li cell: -3%; NPSR antagonist: -5%; GLA spleen mod: -21%; KinaseGlo FLuc: -1%; CBFb-RUNX1 inh: 2%; LMNA splice mod: 7%[46 µM]; Epigenetic reg: -1.4%

Results for CCN(CC)CCCNC(=O)c1ccc2c(=O)n(Cc3ccc4c(c3)OCO4)c(=S)[nH]c2c1 ?
IMPase Li cell: 7%; NPSR antagonist: -24%; GLA spleen mod: 6%; KinaseGlo FLuc: 2%; CBFb-RUNX1 inh: 2%; Epigenetic reg: -1.2%

Results for CC(=O)Nc1ccc2c(c1)NC(=O)CC2 ?
IMPase Li cell: 4%; NPSR antagonist: 9%; GLA spleen mod: -2%; KinaseGlo FLuc: 2%; CBFb-RUNX1 inh: 9%; Epigenetic reg: -0.6%

Results for CCN1CCN(c2ccc(NC(=O)CCc3c(C)nc4c(-c5ccc(F)cc5)c(C)nn4c3C)cc2)CC1 ?
IMPase Li cell: 12%; NPSR antagonist: -23%; GLA spleen mod: 24%; KinaseGlo FLuc: -1%; CBFb-RUNX1 inh: -10%; LMNA splice mod: inconclusive; Epigenetic reg: 12%

What do the screens show for `CCOCCCNC(=S)N1CCCN(c2nc3cc(C)c(C)cc3cc2C#N)CC1`?
IMPase Li cell: -3%; NPSR antagonist: -36%; GLA spleen mod: -2%; KinaseGlo FLuc: 1%; CBFb-RUNX1 inh: -4%; Epigenetic reg: 3.3%

Results for CSc1nc(O)c(/C=C2\C=Nc3ccccc32)[nH]1 ?
IMPase Li cell: 3%; NPSR antagonist: -12%; GLA spleen mod: 10%; KinaseGlo FLuc: 6.3µM*; CBFb-RUNX1 inh: 2%; LMNA splice mod: -6%; Epigenetic reg: 2.1%

Results for CCn1cc(C(=O)Nc2ccc(NC(=O)c3ccco3)cc2)c(=O)c2ccc(C)nc21 ?
IMPase Li cell: -7%; NPSR antagonist: 10%; GLA spleen mod: 7%; KinaseGlo FLuc: -2%; CBFb-RUNX1 inh: -1%; LMNA splice mod: -12%; Epigenetic reg: 0.0%

What do the screens show for `CCCC(=O)c1ccc(N2CCCCCC2)c(F)c1`?
IMPase Li cell: 4%[38.3 µM]; NPSR antagonist: inconclusive; GLA spleen mod: -4%; KinaseGlo FLuc: 1%; CBFb-RUNX1 inh: 5%; LMNA splice mod: -3%; Epigenetic reg: -1.0%

What do the screens show for `COc1cccc(/C=N/NC(=O)Cn2cnc3c2c(=O)n(C)c(=O)n3C)c1`?
NPSR antagonist: -23%; GLA spleen mod: -11%; CBFb-RUNX1 inh: 2%; Epigenetic reg: 0.1%

Results for COc1ccccc1CNc1nc(-c2ccc(N(C)C)cc2)nc2ccccc12 ?
IMPase Li cell: 11%; GLA spleen mod: 11%; KinaseGlo FLuc: -4%; LMNA splice mod: inconclusive; Epigenetic reg: inconclusive

How did O=C(O)[C@H]1CN(CCCP(=O)(O)O)CCN1 do in these assays?
IMPase Li cell: 20%&5%; GLA spleen mod: 6%&-1%; KinaseGlo FLuc: 2%&3%; CBFb-RUNX1 inh: -8%&5%[21.7 µM]; Epigenetic reg: 0.4%&-2.6%

How did CN(C)CCCN1CC(C(=O)O)CC1=O (stereo not given) do in these assays?
IMPase Li cell: -8%[38.3 µM]; NPSR antagonist: 4%[46.1 µM]; GLA spleen mod: -7%; KinaseGlo FLuc: -2%; CBFb-RUNX1 inh: 0%; LMNA splice mod: 2%; Epigenetic reg: 0.0%

What do the screens show for `CCN(CC)C(=O)CSc1nnc(-n2nc(C)cc2C)c2ccccc12`?
IMPase Li cell: 5%[38.3 µM]; NPSR antagonist: -11%[46.1 µM]; GLA spleen mod: -1%; KinaseGlo FLuc: -2%; CBFb-RUNX1 inh: -1%; LMNA splice mod: 0%; Epigenetic reg: 0.9%

How did CCn1c(-c2ccccc2)c(C(=O)O)c2ccccc21 do in these assays?
IMPase Li cell: -12%[38.3 µM]; NPSR antagonist: -13%[46.1 µM]; GLA spleen mod: 5%; KinaseGlo FLuc: -3%; CBFb-RUNX1 inh: 5%; LMNA splice mod: 8%; Epigenetic reg: -1.0%

What do the screens show for `O=c1c2[nH]c3ccc(Br)cc3c2ncn1Cc1ccncc1`?
NPSR antagonist: inconclusive; GLA spleen mod: 18%; CBFb-RUNX1 inh: 21%; Epigenetic reg: -1.4%

Results for O=S(=O)(c1ccc(NC(=S)N/N=C/c2c3ccccc3cc3ccccc23)cc1)N1CCOCC1 ?
IMPase Li cell: -9%; NPSR antagonist: 1%; GLA spleen mod: -1%; KinaseGlo FLuc: 1%; CBFb-RUNX1 inh: 8%; Epigenetic reg: 1.4%

What do the screens show for `C=CCOC(=O)C(C#N)c1nc2ccccc2nc1N1CCC(C(=O)OCC)CC1` (stereo not given)?
IMPase Li cell: 41%[activator][38.3 µM]; NPSR antagonist: -27%[46.1 µM]; GLA spleen mod: 3%; KinaseGlo FLuc: -1%; CBFb-RUNX1 inh: 9%; LMNA splice mod: 0%; Epigenetic reg: 0.9%

What do the screens show for `COc1ccc(-c2cn(-c3ccccc3)c3[n+]2CCS3)cc1`?
IMPase Li cell: 12%&18%; NPSR antagonist: 18%&11%; GLA spleen mod: -4%&-2%; KinaseGlo FLuc: -1%&-2%; CBFb-RUNX1 inh: -3%&2%; LMNA splice mod: inconclusive; Epigenetic reg: 2.0%&-1.9%

Results for Cc1ccc(NC(=S)N2CCCCC2)cc1C ?
NPSR antagonist: 5%; GLA spleen mod: -2%; CBFb-RUNX1 inh: -4%; Epigenetic reg: 1.1%

How did CC(=O)Nc1ncc(Cc2cccc(Cl)c2)s1 do in these assays?
IMPase Li cell: 6%; NPSR antagonist: 27%; GLA spleen mod: -17%; KinaseGlo FLuc: -3%; CBFb-RUNX1 inh: 0%; LMNA splice mod: inconclusive; Epigenetic reg: 2.4%

Results for COCCSc1nnc(-c2cnccn2)o1 ?
NPSR antagonist: -3%[46.1 µM]; GLA spleen mod: 9%; CBFb-RUNX1 inh: 9%; LMNA splice mod: -3%; Epigenetic reg: -5.9%

How did COC(=O)c1nnn(-c2nonc2N)c1CSc1nc2ccccc2s1 do in these assays?
IMPase Li cell: 39%[activator][38.3 µM]; NPSR antagonist: -16%[46.1 µM]; GLA spleen mod: -7%; KinaseGlo FLuc: -1%; CBFb-RUNX1 inh: 2%; LMNA splice mod: inconclusive; Epigenetic reg: 1.0%

What do the screens show for `N#CC1=C(S)N(c2ccccc2)C(c2ccc(-c3cccc(Cl)c3)o2)NC1=O` (stereo not given)?
IMPase Li cell: -8%; NPSR antagonist: -51%; GLA spleen mod: -7%; KinaseGlo FLuc: 6%; CBFb-RUNX1 inh: -17%; LMNA splice mod: 0%; Epigenetic reg: 4.1%

What do the screens show for `COc1ccc(NC(=O)N[C@@H](CCSC)C(=O)O)cc1OC`?
NPSR antagonist: -10%; GLA spleen mod: -6%; CBFb-RUNX1 inh: 12%; Epigenetic reg: 0.4%

How did Cc1cc(C)cc(OCC(=O)Nc2ccc(N3CCN(C(=O)c4ccco4)CC3)cc2)c1 do in these assays?
IMPase Li cell: 22%; NPSR antagonist: 1%[46.1 µM]; GLA spleen mod: -10%; KinaseGlo FLuc: 3%; CBFb-RUNX1 inh: -10%; LMNA splice mod: -14%; Epigenetic reg: 0.9%

High-throughput results deposited in PubChem BioAssay by National Center for Advancing Translational Sciences (NCATS).
